DTT redox prof: compounds producing H2O2 with reducing agent – biochemical, NIH compound library profiling, artefact control for MLSCN library redox annotation, primary screen. hit rate 0.03% among 200,000. DTT-dependent redox cycling H2O2, phenol red/HRP absorbance; 100% = 100 µM peroxide control, 0% = buffer. AID 878. activation, % at 10 µM;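 active = activation of at least 50% relative to the plate's high and low controls in the primary single-dose screen; inactive = activation below 50%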;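 note: compound incubated with DTT at 0.8 mM final as the reducing agent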
HMGR II inh: blocks class II HMG-CoA reductase of Enterococcus faecalis. purified E. faecalis HMGR, NADPH absorbance 340 nm kinetic. inhibition, % at 10 µM. hit rate 0.41% among 190,000. AID 1066;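 active = inhibition above a set limit, the median over all tested compounds plus 3 SD, cut at about 9.5% in these data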;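 note: enzyme runs in reverse so mevalonate oxidation gives rising NADPH absorbance; 0% = complete reaction with DMSO and 100% = background rate lacking mevalonate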
APP 5UTR inh: APP translation inhibition | SH-SY5Y APP 5'UTR-luciferase reporter, luminescence | inhibition, % at 2 µM | hit rate 0.82% among 190,000;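 active = inhibition above a set limit, derived from the sample mean plus 3 SD, cut at about 45% in these data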; note: values of inactives mirror those of a sister screen read the other way
APP 5'UTR act: activates APP 5'UTR luciferase reporter; SH-SY5Y APP 5'UTR luciferase reporter, luminescence; zero percent = DMSO vehicle wells; activation, % at 2 µM; hit rate 1% among 190,000;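 active = activation above a set limit, based on mean plus 3 SD of controls, cut at about 140% in these data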; note: values of inactives mirror those of a sister screen read the other way
FLuc stim CS: affects firefly luciferase, flagging false hits in luciferase stimulation screens | P08659 | ATPlite luciferase biochemical, luminescence, 10 min; 0 = ATP-free wells, 1 = DMSO control | activation factor at 10 µM | 200,000 tested, under 10 active;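 active = luciferase activation factor, scaled between plate controls, of at least 2 with compound at 10 µM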
Target sequence (P08659 whole entry, looked up): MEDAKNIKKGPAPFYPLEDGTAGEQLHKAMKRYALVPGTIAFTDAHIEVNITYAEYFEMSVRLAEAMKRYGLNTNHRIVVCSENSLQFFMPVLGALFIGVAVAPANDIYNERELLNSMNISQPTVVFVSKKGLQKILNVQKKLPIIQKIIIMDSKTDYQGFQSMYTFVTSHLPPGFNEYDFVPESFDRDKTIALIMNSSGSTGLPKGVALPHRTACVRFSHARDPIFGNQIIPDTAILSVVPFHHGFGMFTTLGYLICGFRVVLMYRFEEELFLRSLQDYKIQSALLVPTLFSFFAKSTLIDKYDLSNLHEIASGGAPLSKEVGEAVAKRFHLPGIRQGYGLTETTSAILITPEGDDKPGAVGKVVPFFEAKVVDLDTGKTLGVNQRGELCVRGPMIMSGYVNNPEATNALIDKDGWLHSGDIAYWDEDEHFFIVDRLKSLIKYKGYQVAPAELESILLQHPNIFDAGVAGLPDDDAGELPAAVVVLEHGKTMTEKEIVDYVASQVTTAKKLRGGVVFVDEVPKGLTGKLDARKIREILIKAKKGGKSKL
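Assay system – cell-free luciferase reagent · Medium – PBS-based ATP solution · Dosing – test compounds dosed from 2 mM stocks in 100% DMSO · Timing – 10 min, room temperature · Technique – light output (luminescence) · Measure – luminescence gain marking luciferase activators · Controls – No-ATP low control, compound-free enzyme-plus-ATP high control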
G6PDH counter: counter-screen for G6PDH assay hits: L. mesenteroides G6PDH inhibition; Purified L. mesenteroides G6PDH, diaphorase/resazurin coupled fluorescence, 45 min; inhibition, % at 5 µM; hit rate 0.12% among 200,000; AID 1020; in the data active = inhibition above about 50%
NF-kB neuron act: raises NF-kB expression in human neuronal cells | NF-kB reporter expression; stronger effect = higher value | fold change at 12.5 µM | hit rate 1.6% among 190,000 | AID 1239; in the data active = fold change above about 3.3
STAT1 act: activators of IFN-gamma induced STAT1 signaling; activation (% of control), % at 5.5 µM; hit rate 2.6% among 200,000; AID 932; NIH 3T3 STAT1-luciferase reporter, luminescence; 100% = IFN-gamma alone, no compound;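 active = activation above the screen-wide mean activation plus 3 SD, cut at about 130% in these data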;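 note: raw ratio to IFN-gamma control signal so 100% means no change and 0% no light; values of inactives mirror those of a sister screen read the other way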
Hsp70 activator: Hsp70 transcriptional activation, primary screen; activation, % at 10 µM; hit rate 0.04% among 200,000; HeLa Hsp70 promoter luciferase reporter, luminescence; scaled: vehicle 0, proteasome-inhibitor control 100%;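 active = activation above the mean across all tested compounds plus 3 SD, cutoff set per campaign, cut at about 5.5% in these data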;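 note: 100% = MG132 at 30 µM as the positive control and 0% = DMSO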
FLuc inh counter: Photinus pyralis luciferase inhibition counter-screen; P08659; ATPLite firefly luciferase biochemical luminescence, 10 min; inhibition, % at 10 µM; hit rate 1.5% among 200,000;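 active = inhibition above about 50% when tested at 10 µM, limit read from the data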
The depositor's hits bear a star; . = not tested or not shown.

SMILES	DTT redox prof	HMGR II inh	APP 5UTR inh	APP 5'UTR act	FLuc stim CS	G6PDH counter	NF-kB neuron act	STAT1 act	Hsp70 activator	FLuc inh counter
CCn1c(CC(=O)Nc2ccccc2OC)nnc1SCC(=O)Nc1ccccc1F	0.3	-1	-3	3	1	-7	0.94	93	-0.5	0
O=C(c1ccccc1)c1nc2c(n1O)CCCCC2	0.0	3	-14	14	1	10	1.3	104	0.0	5
CN(C)S(=O)(=O)c1ccc(C(=O)OCCCN=C2NS(=O)(=O)c3ccccc32)cc1	-1.0	-4	45*	-45	1	-7	0.95	93	0.0	-2
CC(=O)Nc1ccc(CN2CCCC(CO)(Cc3ccccc3C)C2)cc1 (configuration not stated)	-0.7	1	-7	7	1	13	0.92	102	-0.1	0
CCC(=O)c1ccc(OCC(O)CNC(C)c2ccccc2)cc1 (configuration not stated)	2.0	-4	4	-4	1	-24	0.92	100	-0.4	-3
Cn1c(SCC(=O)NNC(=O)c2ccc(Cl)cc2)nnc1-c1cccnc1	-0.1	-4	0	0	1.1	2	1.3	95	-0.1	-11
N#Cc1c(Nc2ccc(F)cc2)sc(C(=O)c2ccccc2)c1N	0.0	-6	17	-17	1.1	7	0.79	90	0.2	-6
CCCC(=O)Nc1nnc(-c2ccc3c(c2)OCCO3)o1	-1.6	-7	5	-5	0.7	0	1.5	103	-0.1	31
Cc1nnc(SCC(=O)NC2CCCCC2)n(N)c1=O	0.2	0	-10	10	1.1	0	1.4	109	-0.3	-6
O=C(Nc1cccnc1)c1coc(=O)c2ccccc12	-1.2	-1	12	-11	1	-13	1.1	100	0.3	-2
Cc1ccc([N+](=O)[O-])cc1NC(=O)CCc1ccccc1	-0.5	0	-1	1	1	6	.	106	0.0	-4
O=C(c1ccc(Cl)cc1Cl)N1CCC(c2nc3c(nnn3Cc3ccco3)c(=O)[nH]2)CC1	-1.1	-1	-2	2	1.1	-41	0.68	95	0.0	-5
O=C(CCN1C(=O)COc2ccccc21)NCc1cccs1	0.1	0	5	-5	1.1	10	1	106	-0.1	-10
COc1ccc(NC(=O)c2ccc3nc[nH]c3c2)c(OC)c1	0.1	-1	1	-1	0.9	2	1.1	105	0.0	14
O=C(NCc1cccnc1)/C(=C\c1ccc(-c2ccc(Br)cc2)o1)S(=O)(=O)c1ccccc1	-0.2	-2	-11	11	1	-17	0.15	77	0.6	-4

Another view of 10 compounds above:
| Compound | DTT redox prof | HMGR II inh | APP 5UTR inh | APP 5'UTR act | FLuc stim CS | G6PDH counter | NF-kB neuron act | STAT1 act | Hsp70 activator | FLuc inh counter |
| --- | --- | --- | --- | --- | --- | --- | --- | --- | --- | --- |
| CCn1c(CC(=O)Nc2ccccc2OC)nnc1SCC(=O)Nc1ccccc1F | 0.3 | -1 | -3 | 3 | 1 | -7 | 0.94 | 93 | -0.5 | 0 |
| O=C(c1ccccc1)c1nc2c(n1O)CCCCC2 | 0.0 | 3 | -14 | 14 | 1 | 10 | 1.3 | 104 | 0.0 | 5 |
| CN(C)S(=O)(=O)c1ccc(C(=O)OCCCN=C2NS(=O)(=O)c3ccccc32)cc1 | -1.0 | -4 | 45* | -45 | 1 | -7 | 0.95 | 93 | 0.0 | -2 |
| CC(=O)Nc1ccc(CN2CCCC(CO)(Cc3ccccc3C)C2)cc1 (configuration not stated) | -0.7 | 1 | -7 | 7 | 1 | 13 | 0.92 | 102 | -0.1 | 0 |
| CCC(=O)c1ccc(OCC(O)CNC(C)c2ccccc2)cc1 (configuration not stated) | 2.0 | -4 | 4 | -4 | 1 | -24 | 0.92 | 100 | -0.4 | -3 |
| Cn1c(SCC(=O)NNC(=O)c2ccc(Cl)cc2)nnc1-c1cccnc1 | -0.1 | -4 | 0 | 0 | 1.1 | 2 | 1.3 | 95 | -0.1 | -11 |
| N#Cc1c(Nc2ccc(F)cc2)sc(C(=O)c2ccccc2)c1N | 0.0 | -6 | 17 | -17 | 1.1 | 7 | 0.79 | 90 | 0.2 | -6 |
| CCCC(=O)Nc1nnc(-c2ccc3c(c2)OCCO3)o1 | -1.6 | -7 | 5 | -5 | 0.7 | 0 | 1.5 | 103 | -0.1 | 31 |
| Cc1nnc(SCC(=O)NC2CCCCC2)n(N)c1=O | 0.2 | 0 | -10 | 10 | 1.1 | 0 | 1.4 | 109 | -0.3 | -6 |
| O=C(Nc1cccnc1)c1coc(=O)c2ccccc12 | -1.2 | -1 | 12 | -11 | 1 | -13 | 1.1 | 100 | 0.3 | -2 |

The listing continues.
SMILES	DTT redox prof	HMGR II inh	APP 5UTR inh	APP 5'UTR act	FLuc stim CS	G6PDH counter	NF-kB neuron act	STAT1 act	Hsp70 activator	FLuc inh counter
CC(/C=N/NC(=O)c1ccncc1)=C\c1ccc(C(C)C)cc1	0.5	2	-27	27	0.9	6	0.6	104	0.1	10
CCNC(=S)N(Cc1cc2cc(C)ccc2[nH]c1=O)C1CCCC1	-0.1	-1	-8	8	1	19	1	96	-0.3	5
CC(CCn1cccn1)NC(=O)c1cc(COc2ccc(F)cc2Cl)on1 (configuration not stated)	0.8	0	-4	4	1	10	1.2	100	0.2	5
CCOC(=O)Cn1ccc(-c2ccccc2)c(C#N)c1=O	-1.1	-5	-17	17	1	8	1.2	105	-0.3	-3
CCn1c(SCc2ccc(C)cc2)nnc1-c1nn(-c2ccccc2)ccc1=O	-3.1	-6	0	1	1	7	1.2	113	-0.5	0
CC(=O)N(C(C)=O)c1ncnc2c1c(-c1ccc(Cl)cc1)nn2C(C)(C)C	-0.9	0	-3	3	1	1	1	105	-0.4	1
CCN(CC)S(=O)(=O)c1cc(NC(=O)CCCOc2ccc(C(C)=O)cc2)ccc1C	0.0	-4	1	-1	1.2	-21	0.81	96	-0.3	-16
CN(CC(=O)Nc1ccccc1Cl)C(=O)CSc1nc2ccccc2s1	0.2	-2	0	0	1.1	-4	1.2	102	-0.3	-7
C=CCOc1c(Cl)cc(CNCCC)cc1Cl	0.1	0	-5	5	1	2	1.3	101	-0.2	-4
O=C1ON=C(c2ccccc2)/C1=C/c1ccco1	0.1	1	2	-2	1	9	1	98	-0.3	0
CCc1ccc2nc3sc(C(=O)N4CCc5ccccc54)c(N)c3cc2c1	0.4	-8	-1	1	0.9	-8	0.99	85	-0.4	6
Cc1sc2nc(CN(C(=O)NC3CCCCC3)C3CCCC3)[nH]c(=O)c2c1C	0.5	2	6	-6	0.9	10	1.2	100	-0.5	6
COc1ccc(CC(=O)Nc2ccc(-c3noc(COc4ccccc4C)n3)cc2)cc1	-0.3	-2	4	-4	1	1	1	95	-0.4	1
O=C(O)CCC(=O)CCC(=O)c1ccccc1	2.1	1	-4	4	1.1	1	1.2	99	-0.5	-8
NC(=S)N/N=C/c1cccc(Br)c1	0.3	-6	-2	2	1	0	1	105	-0.2	2
CCCCN(C(=O)c1cccc(S(=O)(=O)N2CCOCC2)c1)c1c(N)n(CCC)c(=O)[nH]c1=O	-2.9	-4	16	-16	1.1	10	0.98	94	1.2	-7
CC(C)COc1ccc(C(=O)Nc2sc3c(c2C(=O)O)CC(C)(C)OC3)cc1	-0.4	-4	8	-8	1	7	0.88	111	-0.3	2
N#C/C(=C/c1ccc(N2CCCCC2)o1)C(=O)NCCc1c[nH]c2ccccc12	0.0	-4	16	-16	1	-20	0.9	104	-0.4	0
COc1cccc(/C=N/N2CCOCC2)c1O	0.4	1	-24	24	0.4	2	1.6	112	-0.1	63*
CCOc1ccc(N2C(=O)C3C(c4ccc(O)cc4)NC(CCSC)(C(=O)OC)C3C2=O)cc1 (configuration not stated)	-0.4	-2	-8	8	1.1	14	0.89	107	-0.1	-7
Cc1cc(-c2nc3ncccc3o2)ccc1N	0.1	-9	-43	43	0.7	9	1.8	139*	0.0	30
Cn1c(CSCc2ccc(Cl)cc2)n[nH]c1=S	0.3	-3	-18	18	1.1	13	1	96	0.3	-6
CC(C)Cn1cc(C(=O)NCc2cccs2)c2c3ccccc3n(C)c2c1=O	1.6	-6	-5	5	1.1	-3	1.1	93	-0.1	-7
C=CCNC(=O)CC1C(=O)NCCN1Cc1c(F)cccc1Cl (configuration not stated)	-0.3	-3	-15	15	1	7	1.1	93	-0.2	-4
Cc1cccc(NC(=O)CSc2nnc(C)c(=O)n2N)c1	-0.3	4	-19	19	1	4	0.89	107	-0.1	0
O=[N+]([O-])c1cc(/C=N/O)ccc1Oc1cccc(Cl)c1	0.1	-5	-19	19	1	19	1	102	0.6	0
CS(=O)(=O)c1ccc(C(=O)NCCN2C(=O)S/C(=C\c3cccnc3)C2=O)cc1[N+](=O)[O-]	-0.4	-3	36	-36	1	8	1	100	0.2	-2
COCCCn1c(C2CCCCC2)nc2oc3cc(OC)ccc3c(=O)c2c1=O	2.4	-6	0	-1	1	3	1.1	109	-0.1	-4
COC(=O)c1cccc(NC(=O)Cn2cnc3ccccc3c2=O)c1	-1.0	-8	4	-4	1.1	-11	1.1	94	-0.2	-5
ClC(=C\c1ccccc1)/C=N/N1CCN(c2ccccn2)CC1	2.3	-3	-24	24	1	-29	2.6	120	0.0	2
Cc1cccc(Nc2nnc(C)c(=O)n2N)c1	1.5	1	0	0	1	24	0.93	98	0.1	0
CCOC(=O)NC(=O)CSc1nc2ccc(C)cc2[nH]1	0.0	-2	-3	3	1	0	1	112	-0.3	0
CC(C)OC(=O)CSc1nnc(SCc2cccc3ccccc23)s1	0.2	3	-1	1	1	3	0.97	111	-0.3	-1
CCOc1ccc2[nH]c(=O)c(CN(CC3CCCN3CC)C(=O)NCc3ccccc3)cc2c1 (configuration not stated)	-0.9	-3	-2	2	1	2	0.67	104	-0.6	-3
Cc1ccc(CSc2nnc(-c3ccco3)o2)cc1	-1.2	-5	-53	53	0.9	8	3.9*	125	0.1	15
COc1ccc(NC(=O)CN(c2ccc([N+](=O)[O-])cc2)S(=O)(=O)c2ccccc2)c(OC)c1	0.3	-4	3	-3	1.1	-3	0.76	98	-0.3	-7
Cn1cc(CN2CCN(CCc3ccccc3)C(CCO)C2)cn1 (configuration not stated)	-1.2	-2	4	-4	1.1	3	1.1	103	0.0	-6
COc1cc(NC(=O)Nc2cccc([N+](=O)[O-])c2)cc(OC)c1	-0.5	0	7	-7	1	-3	0.92	100	-0.1	-4
COc1ccc(-c2nnc(SC(C)C(=O)Nc3c(C)n(C)n(-c4ccccc4)c3=O)o2)cc1 (configuration not stated)	-3.3	-8	7	-7	1	4	1.1	102	0.0	-2
CCOC(=O)C1=NNC(C(=O)c2ccc(OC)cc2)C1c1ccccc1 (configuration not stated)	0.1	-7	-7	7	1	6	1.1	94	-0.2	-5
COc1ccc(C2=NOC(C(=O)Nc3ccc4c(c3)OCO4)C2)cc1OC (configuration not stated)	-1.2	-1	-24	24	1	2	1.2	96	0.0	-5
CCc1cccc(NC(=O)c2cc(S(=O)(=O)N(C)C)ccc2N2CCCC2)c1	-0.4	-7	16	-16	1	3	0.89	105	-0.2	-5
CCC(=O)N(CCc1ccccc1)Cc1cc2cc3c(cc2[nH]c1=O)OCO3	2.4	-5	8	-8	1.1	3	0.98	100	-0.2	-6
COc1cc(C(C)=O)ccc1OC(=O)C(C)N1C(=O)c2ccccc2C1=O (configuration not stated)	0.3	-3	-6	6	1	2	1.1	104	-0.4	-2
